GAA glycogen mod: qHTS Assay for Inhibitors and Activators of Human alpha-Glucosidase Cleavage of Glycogen. Lysosomal alpha-glucosidase (Homo sapiens), P10253. recombinant GAA, glycogen substrate, Amplex Red glucose oxidase fluorescence. Potency, µM (series often up to 76.4 µM), for inactives: at the highest dose activity change, negative = inhibition, most hits filed as inhibitors. 300,000 compounds, 0.38% hits;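 note: 0% = full enzyme reaction and -100% = no-enzyme basal signal; the screen sought inhibitors and activators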
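Recombinant enzyme (4 nM final) with compounds titrated up to 77 uM and bovine liver glycogen (30 ug) in citrate pH 5.0, 0.01% Tween-20, 37 C 40 min. Released glucose detected by Amplex Red/glucose oxidase (Ex 573/Em 610); AC50 from Hill fits.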
GAA spleen mod: qHTS Assay for Inhibitors and Activators of Human alpha-Glucosidase From Spleen Homogenate | Lysosomal alpha-glucosidase (Homo sapiens), P10253 | human spleen homogenate, 4-MU-alpha-glucoside fluorescence | Potency, µM (series often up to 79.9 µM), for the others: top-dose activity change, negative = inhibition, actives largely listed as inhibitors | 240,000 compounds, 0.006% hits | AID 2112, 2009;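 note: 0% = enzyme with vehicle and -100% = no enzyme basal signal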
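Human spleen homogenate (1 ug) with 4-methylumbelliferyl-alpha-D-glucopyranoside (1 mM final) in 50 mM citrate/phosphate pH 5.0, 0.01% Tween-20; 40 min at 37 C. Stopped at pH 10; 4-MU fluorescence Ex 365/Em 440 nm; AC50 by Hill fit.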
IMPase Li cell: qHTS Assay for Identifying the Cell-Membrane Permeable IMPase Inhibitors: Potentiation with Lithium; CHO-M1 cells, IP1 TR-FRET (IP-One), carbachol + lithium; Potency, µM (series often up to 59.4 µM), inactives show at the highest dose activity, negative = IMPase inhibition, hits mostly inhibitors; 210,000 compounds, 0.35% hits;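 note: IP1 builds up when IMPase is blocked and the TR-FRET signal falls; plate controls were basal vehicle for no effect and high inhibitor control for full effect; nearly all actives have a fitted effect of over 50% in size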
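IP1 accumulation measured by competitive TR-FRET in lysed CHO-M1 cells after 30 min compound exposure at 37C, with a small lithium addition to potentiate weak responses. Hill-equation AC50 from ratio and donor-channel data.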
GAA inhib: qHTS Assay for Inhibitors of Human alpha-Glucosidase as a Potential Chaperone Treatment of Pompe Disease; Lysosomal alpha-glucosidase (Homo sapiens), P10253; purified human GAA, 4-MU-alpha-glucoside fluorescence; Potency, µM (top dose mostly 76.9 µM), inactives show top-dose activity change, negative = inhibition, actives largely listed as inhibitors; 200,000 compounds, 0.005% hits; AID 1466, 2008;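 note: plate controls were uninhibited enzyme wells for no effect and no-enzyme background for full effect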
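Enzyme (4 nM final) mixed with compound (up to 77 uM), then 4-MU-alpha-D-pyranoside (400 uM final) added; 20 min at room temperature, pH 5.0. Reaction stopped at pH 10, fluorescence read, AC50 derived by Hill fit.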
HTT aggregate: qHTS Multiplex Assay to Identify Dual Action Probes in a Cell Model of Huntington: Aggregate Formation (GFP); PC12 HttQ103-GFP aggregates, Acumen cytometry, 40 h; Potency, µM (series often up to 46.1 µM), inactives show at the top dose activity change, negative = inhibition, most hits filed as inhibitors; 220,000 compounds, 1.1% hits; note: % is set by controls: 0 for no effect and ±100 for the full control effect; nearly all actives have a fitted effect of over 60% in size
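Using laser scanning cytometry, GFP-positive aggregates were counted after lysis of PC12 cells induced with 100 nM tebufenozide to express HTT exon 1 Q103–GFP. Compounds were tested in titration.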
RGS12 GoLoco inh: qHTS Assay for Inhibitors of RGS12 GoLoco Motif Activity (Red Fluorophore). Guanine nucleotide-binding protein G(i) subunit alpha-1 (Homo sapiens), P63096. Gai1:RGS12 GoLoco peptide FP, rhodamine, 10 min. Potency, µM (highest dose often 61.6 µM), inactives show top-dose activity, negative = inhibition, usual class: inhibitors. 230,000 compounds, 0.44% hits; active = well fitted inhibition curve with a large enough effect, not every such curve was filed as active; inactive = no such curve, though single readings can be large or run the other way; note: % is set by controls: 0 for no effect and ±100 for the full control effect; nearly all actives have a fitted effect of over 30% in size; many of its hits are not listed in these tables
Target sequence (P63096 whole entry, looked up): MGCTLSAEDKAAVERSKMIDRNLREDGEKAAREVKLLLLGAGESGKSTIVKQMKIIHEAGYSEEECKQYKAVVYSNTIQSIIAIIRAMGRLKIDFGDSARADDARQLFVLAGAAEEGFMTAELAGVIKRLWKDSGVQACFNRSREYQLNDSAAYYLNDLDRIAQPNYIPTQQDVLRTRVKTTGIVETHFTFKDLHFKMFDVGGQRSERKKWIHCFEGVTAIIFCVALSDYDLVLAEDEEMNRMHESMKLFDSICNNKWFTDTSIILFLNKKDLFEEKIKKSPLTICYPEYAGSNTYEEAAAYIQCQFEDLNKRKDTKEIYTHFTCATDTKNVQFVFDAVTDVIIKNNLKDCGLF
HTT ATP protect: qHTS Multiplex Assay to Identify Dual Action Probes in a Cell Model of Huntington: Cytoprotection (ATP); AID 1471, 2008; Potency, µM (series often up to 56.4 µM), inactives show cytoprotection (ATP increase), hits mostly activators; 230,000 compounds, 0.14% hits; PC12 HTT-Q103 induced, cytoprotection, ATP luminescence, 40 h;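 note: % of control where 0% means no effect; nearly all actives have a fitted effect of over 45% in size; toxic huntingtin expression switched on by the ecdysone agonist tebufenozide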
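Stable PC12 Q103-GFP cells in serum-supplemented, phenol red-free DMEM; induction by tebufenozide at 100 nM final; compound dose series; cell viability quantified luminescently from ATP.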
Numbers without * were called inactive; ? = inconclusive; . = not tested or not shown; & = joins results of further samples; [ ] = dose if it differs, or a comment. Unless noted, calls come from the whole dose curve; as a rule, active = well fitted curve in the direction sought with a large enough effect; inconclusive = small, poorly fitted or top-dose-only effect, or another doubt; inactive = no such curve, though single readings can be large; an effect the other way counts as inactive or inconclusive. Potency is the fitted concentration of half-maximal effect. Not all compounds are listed; rates above refer to the full screens.

entry | Compound | GAA glycogen mod | GAA spleen mod | IMPase Li cell | GAA inhib
1 | Fc1cccc(CN2CCN(c3nc4nonc4nc3NC3CC3)CC2)c1 | -8% | -13% | 25% | 7%
2 | O=c1c2[nH]c3cccc(Cl)c3c2ncn1Cc1ccncc1 | 13% | 1% | . | 1%
3 | Cc1ccc(S(=O)(=O)/N=C(\N)Nc2nc(C)c3cc(C)ccc3n2)cc1 | 1% | -1% | 22%[38.3 µM] | 3%
4 | CC[n+]1ccc(C)c2cc(S(=O)C(F)(F)F)ccc21 (centres undefined) | -3% | -20% | 5%[38.3 µM] | 0%
5 | COc1cccc(NC(=O)CSc2nnc(-c3cc(C)n(-c4ccccc4)c3C)o2)c1 | -7% | -6% | 7%[38.3 µM] | -3%
6 | O=C(CCc1ccccc1)OCC(=O)c1cccc([N+](=O)[O-])c1 | 4% | -6% | 2% | -1%
7 | COc1ccc(OC)c(NC(=O)c2ccccc2NC(=O)c2ccco2)c1 | -6% | 2% | . | .
8 | CCOCCCNC(=O)C(NC(=O)c1ccc(NC(C)=O)cc1)c1ccc(OC)cc1 (centres undefined) | 2% | 1% | 2% | 0%
9 | Cc1ccc(OCC(=O)NNC(=S)NCc2ccccc2)cc1 | -25% | 2% | 23% | 14%
10 | CCOc1ccc2[nH]c3c(NCCc4ccc(OC)c(OC)c4)ncnc3c2c1 | -4% | 4% | . | .
11 | Cc1ccc(NC(=O)COC(=O)Cn2nc(C)c([N+](=O)[O-])c2C)c([N+](=O)[O-])c1 | -5% | 16% | 3% | 13%
12 | Cc1nnc2n1N=CC=C(C(C)(C)C)S2 | 4% | -19% | 0%[38.3 µM] | 4%
13 | Cc1cccc(NC(=O)CCSc2nc(C)cc(C)n2)c1 | 1% | -17% | -16%[38.3 µM] | 7%
14 | CCCn1nnnc1SCC(=O)NCc1cccs1 | 6% | -7% | 3%[38.3 µM] | 4%
15 | Cc1nn(Cc2ccccc2)c(C)c1NC(=O)CCCn1nc([N+](=O)[O-])cc1C | 1% | -2% | 7% | -7%

entry | HTT aggregate | RGS12 GoLoco inh | HTT ATP protect
1 | 6%[9.22 µM] | -8% | -12%[10 µM]
2 | 9% | . | -7%[0.074 µM]
3 | -5% | -8% | -12%
4 | -27% | 6% | -12%
5 | ? | 3% | -62%[inhibitor]
6 | ? | 8% | -24%
7 | 6%[9.22 µM] | 6% | 13%[10 µM]
8 | 2% | -9% | 24%[10 µM]
9 | . | 19% | .
10 | -6%[9.22 µM] | 8% | 25%[10 µM]
11 | 1% | 0% | 2%[10 µM]
12 | 3% | 3% | -17%
13 | 1% | -17% | -5%
14 | 17% | 5% | 4%
15 | -4% | 12% | -9%

The listing continues:
entry | Compound | GAA glycogen mod | GAA spleen mod | IMPase Li cell | GAA inhib
16 | COc1ccc(CC(=O)NC(C)(C)C)cc1S(=O)(=O)N1CCOCC1 | 8% | -1% | 18%[38.3 µM] | 0%
17 | CC(=O)Oc1ccc2oc(-c3ccccc3)c(C(N)=O)c2c1 | 1% | -2% | . | .
18 | O=C(Cc1ccccc1I)Nc1ccccc1 | . | 3% | -2% | .
19 | COc1ccc(/C=N/N2CCN(C3c4ccccc4-c4ccccc43)CC2)cc1OC | 8% | -1% | -5% | 0%
20 | Cc1cc(C)c(-c2cc(C(=O)Nc3c(C)n(C)n(-c4ccccc4)c3=O)[nH]n2)c(O)c1 | 2% | 3% | 15%[38.3 µM] | -2%
21 | CC(=O)c1ccc(C(=O)N2CCC(CO)(Cc3cccc(C(F)(F)F)c3)CC2)cc1 | 4% | -7% | 7% | 0%
22 | O=S(=O)(Nc1ccc(OC(F)(F)F)cc1)c1cccc2nonc12 | -5% | -12% | . | .
23 | COc1ccccc1NC(=O)c1c(C)cc(=O)oc1C | 1% | -8% | -5%[38.3 µM] | ?
24 | Cc1ccn2cc(-c3ccc4c(c3)NC(=O)CO4)nc2c1 | 1% | -18% | 12% | -3%
25 | COC(=O)C1(CCSC)NC(c2ccc(O)c(OC)c2)C2C(=O)N(c3ccc(C)cc3)C(=O)C21 (centres undefined) | -26% | -3% | -6% | -7%
26 | CCCCC(=O)NCc1ccc(Cl)cc1 | -6% | 1% | 7% | -3%
27 | CC1CCc2onc(C(=O)NCc3ccco3)c2C1 (centres undefined) | -10% | 3% | -3% | -7%
28 | CCN(CC)S(=O)(=O)c1cccc(C(=O)N/N=C2\CCCC(=O)C2)c1 | ? | -11% | . | .
29 | COc1ccc(C)cc1S(=O)(=O)N1CCN(S(=O)(=O)c2cc(C)ccc2OC)C(C)C1 (centres undefined) | -4% | 1% | 7% | -12%
30 | O=C(/C=C/c1ccc(F)cc1)NCCc1ccc2c(c1)OCCO2 | -2% | 1% | -2% | -2%

entry | HTT aggregate | RGS12 GoLoco inh | HTT ATP protect
16 | 1% | 6% | 10%
17 | -6%[9.22 µM] | -2% | 1%[10 µM]
18 | . | -3% | -1%
19 | -20% | -1% | -4%[1.9 µM]
20 | 1% | 7% | 8%[10 µM]
21 | -7% | -6% | -13%
22 | 1%[9.22 µM] | 5% | 25%[10 µM]
23 | -11% | 0% | 10%
24 | 4% | 13% | -136%[inhibitor]
25 | 13%[9.22 µM] | 5% | -4%[10 µM]
26 | -5% | 9% | 24%[0.074 µM]
27 | 28% | 3% | -105%[inhibitor]
28 | 7%[9.22 µM] | 6% | 7%[10 µM]
29 | 5% | 1% | 9%
30 | 10% | -27% | -4%[10 µM]

The results go on.
entry | Compound | GAA glycogen mod | GAA spleen mod | IMPase Li cell | GAA inhib
31 | O=[N+]([O-])c1ccc(-c2c[nH]c(=S)[nH]2)cc1 | -25% | 3% | . | -13%
32 | COCc1nnc(NC(=O)CC(C)C)s1 | 3% | -8% | 2% | 2%
33 | O=[N+]([O-])c1cc(C(F)(F)F)ccc1Sc1ccccn1 | 4% | -4% | 0% | -1%
34 | O=C(Nc1cccn(Cc2ccccc2)c1=O)NC1CCCCC1 | 4% | 2% | -3%[38.3 µM] | 2%
35 | CN(Cc1ccccc1)S(=O)(=O)c1ccc(NC(=S)NC(=O)C2CCCCC2)cc1 | -9% | 4% | 8% | -3%
36 | O=C(Nc1ccc(Cl)cc1)NC1CCCCC1Cc1ccco1 (centres undefined) | -6% | -8% | 25%[38.3 µM] | ?
37 | O=c1[nH][nH]cc1C=Nc1ccc(Cl)cc1 | -8% | . | -17% | -10%
38 | O=c1cc(N2CCN(c3ccccc3Cl)CC2)[nH]c(=O)n1Cc1ccc(F)cc1 | 2% | -4% | . | .
39 | CCCn1c(=NC(=O)c2ccc3c(c2)OCO3)c(C#N)cc2c(=O)n3cccc(C)c3nc21 | 5% | -1% | 23%[38.3 µM] | 4%
40 | CCOC(=O)CCCOC(=O)c1ccc(S(=O)(=O)N(C)C)cc1 | -1% | -5% | -1% | -7%
41 | CC(=O)OCC1=C(C(=O)O)N2C(=O)[C@@H](NC(=O)Cc3cccs3)[C@H]2SC1 | -4% | 4%&4%&-12% | 0%&6%&-3% | -1%[15.4 µM]
42 | O=C(NCc1cccs1)C1CCN(S(=O)(=O)c2ccc3c(c2)OCCO3)CC1 | -20% | -8% | 2%[38.3 µM] | -2%
43 | CCC(C)Sc1nnc(CNC(=O)C23CC4CC(CC(C4)C2)C3)n1C1CCCCC1 (centres undefined) | 4% | -12% | 3% | 3%
44 | [2H]c1c([2H])c([2H])c(-c2nc(N3CCCCCC3)sc2C(=O)c2ccccc2)c([2H])c1[2H] | -1% | -4% | 6%[38.3 µM] | 6%
45 | Cc1csc(NC(=O)CNC(=O)OCc2ccccc2)n1 | 0% | 6% | 6%[38.3 µM] | 4%

entry | HTT aggregate | RGS12 GoLoco inh | HTT ATP protect
31 | 11%[9.22 µM] | -4% | 22%[10 µM]
32 | 15% | 10% | 17%[10 µM]
33 | -13% | -1% | 15%[10 µM]
34 | -15% | 2% | -15%
35 | 1% | 12% | 11%[10 µM]
36 | ? | -10% | -59%[inhibitor]
37 | 18% | -1% | -21%
38 | -32%[9.22 µM] | -2% | -64%[inhibitor][10 µM]
39 | -20% | 13% | 3%
40 | -2% | 5% | 23%[10 µM]
41 | -7% | 12%&-4%&1% | ?
42 | -9%[9.22 µM] | 12% | -4%[10 µM]
43 | -19% | -7% | 16%[10 µM]
44 | ? | 8% | -11%
45 | -4% | 6% | -7%[10 µM]

An excerpt from above in order of formula weight, ascending:
entry | Compound | GAA glycogen mod | GAA spleen mod | IMPase Li cell | GAA inhib
23 | COc1ccccc1NC(=O)c1c(C)cc(=O)oc1C | 1% | -8% | -5%[38.3 µM] | ?
33 | O=[N+]([O-])c1cc(C(F)(F)F)ccc1Sc1ccccn1 | 4% | -4% | 0% | -1%
22 | O=S(=O)(Nc1ccc(OC(F)(F)F)cc1)c1cccc2nonc12 | -5% | -12% | . | .
7 | COc1ccc(OC)c(NC(=O)c2ccccc2NC(=O)c2ccco2)c1 | -6% | 2% | . | .
5 | COc1cccc(NC(=O)CSc2nnc(-c3cc(C)n(-c4ccccc4)c3C)o2)c1 | -7% | -6% | 7%[38.3 µM] | -3%

entry | HTT aggregate | RGS12 GoLoco inh | HTT ATP protect
23 | -11% | 0% | 10%
33 | -13% | -1% | 15%[10 µM]
22 | 1%[9.22 µM] | 5% | 25%[10 µM]
7 | 6%[9.22 µM] | 6% | 13%[10 µM]
5 | ? | 3% | -62%[inhibitor]

The list goes on.
entry | Compound | GAA glycogen mod | GAA spleen mod | IMPase Li cell | GAA inhib
46 | CCCCNC(=S)NNC(=O)c1csc(C(C)C)c1 | -21% | 4% | 1% | -8%
47 | CC(C)(C)c1cc(N)n(-c2ccc(C(=O)O)cc2)n1 | 23% | 5% | -9% | 11%
48 | COc1ccc(CN(C)C(=O)c2cnc(OC)cc2C(F)(F)F)c(OC)c1 | -1% | 2% | . | ?
49 | CCCCc1n[nH]c2c1/C(=N/O)CC(C)(C)C2 | -4% | -1% | 5% | 8%
50 | CCCOC(=O)Cc1n[nH]c(=O)[nH]c1=O | -13% | -5% | 2% | -2%

entry | HTT aggregate | RGS12 GoLoco inh | HTT ATP protect
46 | 2% | 4% | -10%[10 µM]
47 | . | -2% | .
48 | 9%[9.22 µM] | -19% | 1%[10 µM]
49 | -31% | 1% | -5%[10 µM]
50 | -11% | -3% | -14%[10 µM]

Screening data from PubChem.
